# High-throughput results deposited in PubChem by National Center for Advancing Translational Sciences (NCATS).
# GLS inh = blocks human kidney-isoform glutaminase activity. GLS enzymatic activity, qHTS titration. Potency, µM (titrated, usually from 45.5 µM), for the others: at the top dose activity change, negative = inhibition, most hits filed as inhibitors. 410,000 tested, 0.21% active. AID 624170; note: potency is the fitted concentration of half-maximal effect; % is set by controls: 0 for no effect and ±100 for the full control effect
#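 Glutamate formation by hKGA was monitored fluorometrically using coupled glutamate oxidase, HRP and Amplex Red. Substrate was added as 1 mM L-glutamine solution; incubation was 30 min at RT after an initial read.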
# PI4K2A block = blocks human PI4K2A kinase activity; Q9BTU6; purified PI4K2A, ADP-Glo luminescence, 1 h; stronger effect = lower value; activity change, negative = inhibition, % at 76.9 µM; 420,000 tested, 0.13% active; AID 1346378; in the data active = activity change below about -50%; inconclusive = mostly about -30% to -49%;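 note: -100% = wells without enzyme as full effect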
#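 Compounds are screened against recombinant PI4K2A using PI as substrate and ATP, the latter dispensed at 300 microM. Reactions run one hour at ambient temperature before ADP-Glo detection; full inhibition defined by wells lacking enzyme.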
# HP1b binding inh = HP1-beta chromodomain-methylated histone interaction inhibition; P83916; AlphaScreen HP1-beta / biotin-H3K9me3 peptide binding; Potency, µM (doses to about 114 µM), for the others: at the top dose activity change, negative = inhibition, actives largely listed as inhibitors; AID 540317; 390,000 tested, 0.56% active; note: potency is the fitted concentration of half-maximal effect; nearly all actives have a fitted effect of over 70% in size; inactives centre near 23
#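 AlphaScreen: HP1-beta (50 nM) preformed 30 min with biotin-H3(1-18)K9me3 peptide (50 nM) in PBS pH 7.4, 0.01% Tween-20. Compound added for 30 min at RT, then streptavidin donor/nickel chelate acceptor beads (10 ug/mL) for 30 min.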
# G9a inh = G9a (human) methyltransferase inhibition; 350,000 tested, 8.8% active; G9a H3K9 monomethylation, AlphaScreen, 2 h; Potency, µM (doses to about 102 µM), for inactives: at the top dose activity, negative = inhibition, actives largely listed as inhibitors; Q96KQ7; AID 504332; note: potency is the fitted concentration of half-maximal effect; % is set by controls: 0 for no effect and ±100 for the full control effect; nearly all actives have a fitted effect of over 75% in size
# Target sequence (Q96KQ7 913-1193 limits assumed): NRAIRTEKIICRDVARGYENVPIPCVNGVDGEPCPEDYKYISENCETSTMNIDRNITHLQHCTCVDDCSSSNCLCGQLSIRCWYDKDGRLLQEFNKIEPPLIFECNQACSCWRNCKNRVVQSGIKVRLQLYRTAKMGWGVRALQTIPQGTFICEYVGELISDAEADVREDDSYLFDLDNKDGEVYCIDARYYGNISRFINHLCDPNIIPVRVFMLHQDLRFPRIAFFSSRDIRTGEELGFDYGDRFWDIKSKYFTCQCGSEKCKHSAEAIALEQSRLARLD
#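 Methyltransferase reactions run at room temperature for 2 h (20 nM enzyme, 500 nM biotin-H3K9 peptide, 20 uM SAM) after a 15 min compound preincubation; product detected by AlphaScreen beads and anti-H3K9me1 antibody.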
# JMJD2A Tudor inh = blocks the human JMJD2A Tudor domain; Potency, µM (top dose mostly 114 µM), for inactives: at the top dose activity change, negative = inhibition, usual class: inhibitors; 390,000 tested, 4.4% active; AlphaScreen JMJD2A-Tudor / H3K4me3 peptide binding; O75164; note: potency is the fitted concentration of half-maximal effect; % is set by controls: 0 for no effect and ±100 for the full control effect; nearly all actives have a fitted effect of over 50% in size
# PGK inhibitor = inhibitors of T. brucei phosphoglycerate kinase. P07378. PGK/GAPDH coupled, Kinase-Glo luminescence, 60 min. Potency, µM (highest dose often 57.5 µM), without a hit: top-dose activity change, negative = inhibition, actives largely listed as inhibitors. 380,000 tested, 0.043% active. AID 602233; note: potency is the fitted concentration of half-maximal effect; % is set by controls: 0 for no effect and ±100 for the full control effect; nearly all actives have a fitted effect of over 60% in size
#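 Recombinant glycosomal PGK reaction used 1,3-bisphosphoglycerate generated in-well by GAPDH (100nM final) in 100mM TEA pH 7.6, 5mM MgCl2, 0.01% Tween-20. After 60 minutes at room temperature, ATP was read by Kinase-Glo Plus luminescence end-point.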
# POLH inh = DNA polymerase eta (human) inhibition; Q9Y253; recombinant Pol eta, fluorescent DNA replication assay; Potency, µM (highest dose often 114 µM), without a hit: at the highest dose activity change, negative = inhibition, hits mostly inhibitors; 390,000 tested, 1.2% active; AID 588591; note: potency is the fitted concentration of half-maximal effect; % is set by controls: 0 for no effect and ±100 for the full control effect
# Target sequence (Q9Y253 whole entry, looked up): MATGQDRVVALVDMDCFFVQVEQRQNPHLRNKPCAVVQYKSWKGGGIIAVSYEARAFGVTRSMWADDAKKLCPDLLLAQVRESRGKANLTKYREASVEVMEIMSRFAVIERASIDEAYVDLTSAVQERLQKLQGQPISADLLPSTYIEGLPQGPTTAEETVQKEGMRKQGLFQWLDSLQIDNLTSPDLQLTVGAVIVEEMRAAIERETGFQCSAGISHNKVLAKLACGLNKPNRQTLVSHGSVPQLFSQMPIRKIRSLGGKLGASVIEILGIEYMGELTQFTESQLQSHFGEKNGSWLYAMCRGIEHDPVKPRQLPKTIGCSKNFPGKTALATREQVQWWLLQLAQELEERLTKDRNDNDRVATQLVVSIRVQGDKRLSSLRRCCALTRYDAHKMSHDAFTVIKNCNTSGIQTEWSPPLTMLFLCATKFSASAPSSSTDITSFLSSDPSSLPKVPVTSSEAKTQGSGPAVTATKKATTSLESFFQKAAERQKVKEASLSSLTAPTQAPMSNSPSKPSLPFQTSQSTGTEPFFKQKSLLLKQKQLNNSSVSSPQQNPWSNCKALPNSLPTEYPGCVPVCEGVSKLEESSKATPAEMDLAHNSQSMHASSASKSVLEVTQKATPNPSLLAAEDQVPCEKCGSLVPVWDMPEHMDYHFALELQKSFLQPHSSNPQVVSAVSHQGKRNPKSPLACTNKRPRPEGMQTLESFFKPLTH
#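 Pol eta at 10 nM preincubated with compounds 15 min at room temperature; reaction started with fluorescent substrate (50 nM final) and read kinetically at 0 and 10 min.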
# Pin1 inhibitor = human Pin1 inhibition; Q13526; 390,000 tested, 0.009% active; AID 504891; Potency, µM (series often up to 115 µM), without a hit: top-dose activity, negative = inhibition, hits mostly inhibitors; Pin1 FP peptide displacement, HiFluor488, 10 min; active = well fitted inhibition curve with a large enough effect in the polarisation, with a control signal flat, not every such curve was filed as active; inconclusive = small, poorly fitted or top-dose-only effect, or effect the other way, or a change in a side signal; inactive = no such curve, though single readings can be large or run the other way; the % refers to the polarisation; note: potency is the fitted concentration of half-maximal effect; % is set by controls: 0 for no effect and ±100 for the full control effect
# BAZ2B block = blocks human BAZ2B. Q9UIF8. AlphaScreen BAZ2B-H3K14Ac peptide displacement. Potency, µM (series often up to 114 µM), for the others: at the top dose activity change, negative = inhibition, usual class: inhibitors. 360,000 tested, 4.4% active. AID 504333; note: potency is the fitted concentration of half-maximal effect; % is set by controls: 0 for no effect and ±100 for the full control effect; nearly all actives have a fitted effect of over 60% in size
#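 Compounds, titrated to a top concentration of 110 uM, were incubated 30 min at room temperature with preformed BAZ2B/acetyl-K14 H3 peptide complex (50 nM each). Proximity signal was measured by AlphaScreen after 20 min with beads.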
# The depositor's hits bear a star; i = inactive; ? = inconclusive; . = not tested or not shown; & = joins results of further samples; ! = a repeat was not active; [ ] = remark or other dose. Unless noted, calls come from the whole dose curve; as a rule, active = well fitted curve in the direction sought with a large enough effect; inconclusive = small, poorly fitted or top-dose-only effect, or another doubt; inactive = no such curve, though single readings can be large; an effect the other way counts as inactive or inconclusive. Not all compounds are listed; the hit share may differ from the screen's.
SMILES,GLS inh,PI4K2A block,HP1b binding inh,G9a inh,JMJD2A Tudor inh,PGK inhibitor,POLH inh,Pin1 inhibitor,BAZ2B block
COc1ccccc1C(=O)Nc1cc(-c2ccc(C)cc2)no1,7%&0%,2&2,77%&68%[activator],41%,33%&33%,4%,-1%&-3%,17%&23%,10%&9%
COc1cc(C(=O)NC2CCCNC2)cc(OC)c1OC (centres undefined),0%,1,.,?,.,.,.,.,1%
COc1ccc(C2=NN(CC(=O)Nc3ccccc3C)C(=O)CC2)cc1,0%,1,11%,?,-1%,0%,-9%,0%,-23%
CCCCCCCCC(=O)N1C(C)CCC1C (centres undefined),-9%,5,.,.,.,-4%,-7%,.,.
COC(=O)c1ccc(-c2ccc([C@H]3[C@H]4C=CC[C@@H](C)[C@@H]4C(=O)N3Cc3ccccc3)c(F)c2)cc1,-14%,0,31%,-4%[59 µM],-13%,-1%,-19%,0%,-2%
CCOC(=O)c1c2n(c3ccc(O)cc13)CCC2,3%,4,64%[activator],-6%[59 µM],-18%[11.4 µM],1%,-26%,24%,5%
CCOC(=O)C1(Cc2cccc(OC)c2)CCN(CCO)CC1,7%,3,36%,9%,-4%,-1%,-23%,-4%,1%
COc1ccc(S(=O)(=O)N2CCN(C(=O)c3ccco3)CC2)cc1C(C)(C)C,5%,-10,27%,3%,-24%,7%,0%,0%,-31%
Cc1cc(=O)[nH]c(SCn2nnc3ccccc3c2=O)n1,7%,1,29%,-6%[59 µM],-19%,.,-16%,8%,4%
O=S1(=O)NC(=NCCOCCO)c2ccccc21,-10%,-1,29%,3%,9%,i,-12%,5%,-16%
O=C(C1CCC1)N1CCc2cc(S(=O)(=O)Nc3ccc4c(c3)OCCO4)ccc21,9%,-3,48%,18%[0.501 µM],-12%,1%,-14%,?,-32%
CC(=O)c1ccc(NC(=S)N2CCN(C(=S)Nc3ccc(C(C)=O)cc3)C(C)C2)cc1 (centres undefined),-15%,-4,17%,.,-4%,-7%,0%,7%,-8%
CCOc1ccc(C(=O)c2cn(CC(=O)Nc3cccc(OC)c3)c3cc4c(cc3c2=O)OCCO4)cc1,1%,2,40%[activator],17%[59 µM],-29%,-2%,-15%,41%[activator],1%
Cc1cc(C(=O)N2CCc3ccccc32)c2ccccc2n1,2%,-2,14%,15%[59 µM],-11%,-2%,8%,10%,14%
CC(C)COC(=O)c1ccccc1OC(=O)c1ccncc1,-1%,-1,47%[activator],1%,20%,0%,-18%,5%,4%
COc1ccccc1CNC(=O)CSc1nc(=O)n(Cc2ccncc2)c2c1CCC2,-13%,1,32%,4%,0%,-2%,-1%,3%,-6%
O=C(NCCc1nccs1)C1CCC(=O)N(Cc2cccc(C(F)(F)F)c2)C1 (centres undefined),9%,5,18%,.,-6%,-3%,-13%,-1%,2%
Cc1cccc(N2CCN(c3nc4ccccc4c4nc(-c5cccnc5)nn34)CC2)c1C,-7%,-2,50%[activator],9%[59 µM],-7%,i,-8%,-3%,-14%
Cc1ccc(S(=O)(=O)CCC(=O)OCC(=O)c2cc(C)ccc2C)cc1,16%,0,47%[activator],24%[12.7 µM],1%,6%,-16%,4%,2%
Cc1ccc(/C=N/NC(=O)CSc2nc3ccccc3c(=O)n2-c2ccccc2C)s1,11%,2,15%,7%[59 µM],-23%,2%,-15%,29%,-21%
COC(=O)C1=NN(C(=O)c2cccc(Cl)c2)C(O)(C(C)(C)C)C1 (centres undefined),4%,1,30%,5%[59 µM],-10%,-1%,-21%,-6%,-2%
CCNC(=O)CC1C(=O)N(c2ccc(F)cc2)C(=O)N1CCOC (centres undefined),-10%,5,38%[activator],13%[59 µM],7%,0%,-9%,-7%,7%
Cc1[nH]c(=O)[nH]c(=O)c1N(C)C,21%,1,36%,19%,-3%,-2%,-16%,-3%,8%
CCN(C(=O)COC(=O)c1cc(S(=O)(=O)N2CCOCC2)ccc1F)C1CCS(=O)(=O)C1 (centres undefined),8%,-1,15%,31%[0.501 µM],-1%,0%,-6%,2%,33%[activator]
COc1ccc(Cc2nc3ccc(C(=O)N(C)CC4COCCO4)cc3o2)cc1 (centres undefined),11%,1,29%,16%,-6%,7%,3%,1%,-11%
CCn1c(=O)c2c(nc3n2CCS3)n(C)c1=O,0%,7,24%,12%,-6%,-3%,9%,6%,10%
CCCC(C(=O)NC(C)(C)C)N(CCN1CCOCC1)C(=O)CNS(=O)(=O)c1ccccc1 (centres undefined),-10%,4,20%,13%[59 µM],-5%,-3%,-21%,0%,3%
C=CCN(CC=C)C(=O)c1c(OC)cccc1OC,2%,6,26%,9%,-18%,-1%,-10%,-6%,7%
COc1ccc(NC(=O)CN(C)C(=O)C(NC(=O)c2ccco2)C(C)C)cc1 (centres undefined),10%,-1,20%,-6%,-12%,5%,-3%,0%,-8%
CC(C)c1ccccc1NC(=O)Nc1ccc2c(c1)OCO2,4%,0,46%[activator],11%,-6%,-10%,7%,26%,-9%
CC(C)(C)S(=O)(=O)/C(C#N)=C/Nc1ccccn1,-4%,3,23%,?,-3%,-1%,-12%,1%,-2%
Cc1ccc2c(c1)N(CCCC(=O)Nc1cccc(C(F)(F)F)c1)C(=O)CO2,6%&-13%,-5&1,-16%[57 µM],14%[59 µM],16µM*!,-2%,?,12%&10%,-4%&3%
O=C(NNc1ncnc2c1cnn2-c1ccccc1)c1cccc(Cl)c1,-6%,-2,100%[activator],?,-21%,i,-16%,1%,19%
COc1cccc(C(=O)C2CCCN(C(=O)c3ccccc3Cl)C2)c1 (centres undefined),-5%,4,48%[activator],-8%,-10%,i,-11%,-1%,-22%
Cc1cc(-c2ccc(C)c(S(=O)(=O)NC(c3cccs3)C(C)C)c2)on1 (centres undefined),-9%,1,8%,-3%[59 µM],-15%,-2%,-14%,11%,-12%
Cc1ccc(NC(=O)CSc2ccc(-c3cccnc3)nn2)cc1,4%,-2,8%,.,-8%,3%,-4%,4%,-1%
Cc1cc(C)cc(C(=O)NC(=S)Nc2ccc3[nH]c(=O)[nH]c3c2)c1,18%,2,2%,-20%[59 µM],-9%,-1%,-5%,14%,3%
CC(C)CCOc1ccc(C(=O)NN2C(=O)NC3(CCCCC3)C2=O)cc1,-1%,1,17%,-10%[2.33 µM],-13%,-1%,-15%,1%,9%
CCN(CC)CCCNC(=S)N(CCO)Cc1cc2cc3c(cc2[nH]c1=O)OCCO3,-7%,3,12%,.,-21%,-4%,-11%,0%,2%
Cc1ccc2cc(CN(Cc3ccco3)C(=O)C3CCCCC3)c(=O)[nH]c2c1C,-12%,-9,33%,-13%,-4%,-10%,-4%,-10%,2%
C/C(=N/NC(=O)c1ccco1)c1ccc(Br)s1,1%,-2,24%,5%[0.501 µM],-7%,3%,-7%,-1%,-7%
Cc1ccc(NC(=O)CCCOc2ccccc2)cc1S(=O)(=O)N1CCOCC1,-26%,5,31%,0%[2.33 µM],-17%,-2%,-12%,2%,10%
CN1CCCN(C(=O)c2cc(-c3cccc4ccccc34)nc3ccccc23)CC1,-2%,0,17%,23%[12.7 µM],-32%,i,-7%,0%,-17%
CCCCOc1nc2ccccc2nc1NS(=O)(=O)c1ccc(F)cc1,-11%,3,35%,4%,-5%,i,-8%,-15%,3%
Cc1ccc(N2CC(C(=O)Nc3cc(C(F)(F)F)ccc3N3CCCC3)CC2=O)cc1 (centres undefined),18%,3,13%,-25%,-14%,-6%,1%,1%,20%
N#Cc1ccc(C(=O)OCC(=O)N2CCOCC2)cc1,9%,8,29%,50µM*,1%,6%,-20%,1%,-25%
NC(=O)C1CCN(S(=O)(=O)Cc2ccccc2Cl)CC1,-17%,1,9%,24%[12.7 µM],-2%,-3%,-3%,-5%,-13%
Cc1nc2c3ccccc3nc(NNC(=O)CCC(=O)NC(C)C)n2n1,-18%,-2,19%,-1%[59 µM],3%,1%,-12%,-2%,8%
Cc1ccc(-n2ncc3c(N4CCN(c5ccccc5)CC4)ncnc32)cc1C,6%,0,2%,-5%[59 µM],-19%,i,-17%,-8%,4%
CO/N=C/CC(=O)c1ccc(-c2ccccc2)cc1,0%,-3,39%,26%[59 µM],-16%,i,-7%,5%,2%
# Additional records.
SMILES,GLS inh,PI4K2A block,HP1b binding inh,G9a inh,JMJD2A Tudor inh,PGK inhibitor,POLH inh,Pin1 inhibitor,BAZ2B block
Fc1ccc2c(c1)C(c1ccncc1)=NNC(c1ccccc1)=N2,6%,-2,31%,12%[59 µM],-8%,-4%,-13%,2%,7%
Cc1ccc(-c2cc(NC(=O)c3cccc(C)c3)on2)cc1,0%,4,15%,-32%[59 µM],-14%,3%,0%,7%,-4%
O=C(N/N=C/C=C/c1ccccc1)C1CC1c1ccccc1 (centres undefined),3%,1,35%,17%[59 µM],1%,-2%,-13%,-3%,6%
O=C(O)CCCC(=O)Nc1nc2n(n1)C(c1ccc(F)cc1)CC(c1ccc(Cl)cc1)N2 (centres undefined),1%,0,37%[activator],-44%[12.7 µM],?,i,-11%,-8%,50µM*
Cc1ccc(CS(=O)Cc2ccc(C(=O)NCc3cccs3)o2)cc1 (centres undefined),-2%,-25,28%,15%,-6%,i,9%,5%,2%
COc1ccc(CNS(=O)(=O)c2ccc(-n3cnnn3)c(OC)c2)cc1,-2%,0,-13%,50µM*,-1%,-2%,-14%,-8%,3%
COc1ccc(CCN2CCC(CNC(=O)c3cnn(-c4ccccc4)c3C3CCN(C(=O)OC(C)(C)C)CC3)CC2)cc1,8%,0,17%,-19%[59 µM],-19%,-10%,-21%,-5%,-1%[57.1 µM]
